CendR NRP1 mod – NRP-1/CendR interaction modulation; O14786; FAM-RPARPAR peptide binding to NRP-1, fluorescence polarization; inhibition, % at 25 µM; 360,000 tested, 0.85% active; AID 602438;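 active = inhibition or corrected inhibition above about 18%, plus a signal ratio from 0.5 to 1.5, limit read from the data, passing the limit was not always enough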; also: strong numbers were not always called active
E coli Lon inh – inhibits E. coli Lon protease | P0A9M0 | purified E. coli Lon protease, fluorescence polarization | inhibition, % at 7.94 µM | 360,000 tested, 0.42% active | AID 602123; in the data active = inhibition above about 13%, passing the limit was not always enough;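 also: 0% = enzyme with probe and DMSO and 100% = no enzyme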
Target sequence (P0A9M0 whole entry, looked up): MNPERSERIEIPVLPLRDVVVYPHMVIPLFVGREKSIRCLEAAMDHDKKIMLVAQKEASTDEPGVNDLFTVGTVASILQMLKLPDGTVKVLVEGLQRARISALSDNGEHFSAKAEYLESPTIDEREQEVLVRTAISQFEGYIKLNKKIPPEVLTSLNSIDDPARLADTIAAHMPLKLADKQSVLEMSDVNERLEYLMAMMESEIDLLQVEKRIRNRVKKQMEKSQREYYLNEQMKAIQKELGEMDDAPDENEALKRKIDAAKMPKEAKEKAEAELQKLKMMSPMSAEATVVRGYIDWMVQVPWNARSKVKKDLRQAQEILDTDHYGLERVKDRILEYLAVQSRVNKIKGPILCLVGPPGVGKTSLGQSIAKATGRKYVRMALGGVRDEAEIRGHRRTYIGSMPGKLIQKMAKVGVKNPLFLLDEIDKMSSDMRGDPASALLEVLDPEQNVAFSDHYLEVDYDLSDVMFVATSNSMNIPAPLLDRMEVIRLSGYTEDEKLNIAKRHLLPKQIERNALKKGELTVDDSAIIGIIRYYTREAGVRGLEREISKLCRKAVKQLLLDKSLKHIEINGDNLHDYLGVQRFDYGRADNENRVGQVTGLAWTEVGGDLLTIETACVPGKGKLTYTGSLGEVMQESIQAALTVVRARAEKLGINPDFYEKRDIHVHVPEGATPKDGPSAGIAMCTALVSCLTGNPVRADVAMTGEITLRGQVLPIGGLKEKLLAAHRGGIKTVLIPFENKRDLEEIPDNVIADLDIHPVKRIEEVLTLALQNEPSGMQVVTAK
MLLE-PAM2 inh – inhibitors of microRNA-mediated deadenylation, human PABP1 MLLE binding. P11940. GST-MLLE / FITC-PAM2 fluorescence polarization. inhibition, % at 20 µM. 360,000 tested, 0.36% active; in the data active = inhibition above about 35%, passing the limit was not always enough;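 also: plate controls were DMSO wells with GST-MLLE for no effect and wells lacking GST-MLLE protein for full effect; some results filed as inactive read as strong as hits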
Rin1 Abl inh – human Rin1-Abl interaction inhibition. inhibition, % at 7.35 µM. TR-FRET Rin1/Abl binding, biochemical. 360,000 tested, 0.4% active; in the data active = inhibition above about 5%, passing the limit was not always enough
FAS-TE inh – blocks the thioesterase domain of human fatty acid synthase; inhibition, % at 15 µM; recombinant FAS-TE, OMFH fluorogenic substrate, fluorescence endpoint; 360,000 tested, 0.67% active;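 active = compounds whose normalised, plate-corrected inhibition of enzyme fluorescence in the single-dose primary screen is 50% or more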;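 also: 0% = DMSO with enzyme and 100% = substrate without enzyme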
MsrA act – activates bovine MsrA enzyme. purified bovine MsrA, absorbance read-out. activation, % at 10.6 µM. 360,000 tested, 0.3% active. AID 602163; in the data active = activation above about 7.5%;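 also: 0% = vehicle and 100% = reference activator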
SKN-1 block – C. elegans SKN-1 inhibition | C. elegans VP596 Pgst-4::GFP/RFP ratio, acrylamide-induced, 24 h | inhibition, % at 21.8 µM | 360,000 tested, 0.49% active | AID 624304;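 active = interference check ratio from 0.5 to 1.5 plus GFP to RFP signal ratio inhibition reaching or exceeding a fixed threshold, cut at about 30% in these data, passing the limit was not always enough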; also: some compounds called inactive have numbers as strong as hits
Neddyl block – cullin neddylation inhibition. P61081+Q13564. TR-FRET cullin neddylation, biochemical. 360,000 tested, 0.58% active. calls only at 25 µM; in the data active = inhibition above about 36%
MT1-MMP act inh – MT1-MMP (human) activation inhibition; GFP/RFP ratio change, % at 20 µM; P50281; HT1080 RFP-PRO-GFP cells, GFP/RFP ratio fluorescence, overnight; percent of plate control window, DMSO zero; AID 651647; 360,000 tested, 0.061% active;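 active = GFP/RFP ratio change of at least 30% with cell ATP level not reduced by more than half and red fluorescence within 50% of control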; also: strong numbers were not always called active
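Read-out: GFP/RFP fluorescence ratio; Test system: RFP-PRO-GFP reporter HT1080 cells; Compound dosing: single-point 20 µM compound, 1% DMSO; Times: overnight compound exposure at 37 °C.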
Starred values were filed as active, the others as inactive; i = inactive; nt = no result given.

SMILES	CendR NRP1 mod	E coli Lon inh	MLLE-PAM2 inh	Rin1 Abl inh	FAS-TE inh	MsrA act	SKN-1 block	Neddyl block	MT1-MMP act inh
CCOc1ccc(C2CC(c3ccc(F)cc3)Nc3nc(N)nn32)cc1 (configuration not stated)	-6	-2	-14	5	-8	-2	-1	i	0
Nc1ncc(N=Nc2cc(C(=O)O)ccc2Cl)s1	-8	-8	16	-1	-3	-2	6	i	-1
COc1ccc(C(=O)NCC(=O)OCc2c(Cl)cccc2Cl)cc1OC	-2	-20	-3	-2	0	0	17	i	6
COc1ccc2[nH]c(C(=O)N3CCC(Cc4ccccc4)CC3)cc2c1	-20	-9	2	1	-1	-1	-6	i	1
O=C(Cn1cc[n+](Cc2ccccc2)c1)c1ccc([N+](=O)[O-])cc1	-6	-13	-26	0	3	-4	5	i	1
O=C(CN1CCN(C(=O)c2cccc(-n3cnnn3)c2)CC1)Nc1ccccc1Cl	12	-4	6	4	-6	-4	16	i	0
CCN(CC)C(=O)Oc1ccccc1NC(C)=O	-13	-8	10	0	-6	-1	2	i	-6
CCN(CC)C(=O)c1cccc(-c2csc(C(C)(O)c3ccccc3)n2)c1 (configuration not stated)	17	2	9	-6	-2	-3	7	i	1
CC(=O)c1ccc(NC(=O)CSc2nc3[nH]ncc3c(=O)[nH]2)cc1	-7	3	3	1	-8	-7	-8	i	2
Cc1ccc(OCc2n[nH]c(=S)n2-c2ccc(Cl)cc2)cc1	0	-8	-44	0	2	0	3	i	2
COc1ccc(C(N)=O)cc1NC(=O)CC(O)(C(F)(F)F)C(F)(F)F	-3	-3	-1	-2	-6	-4	16	i	0
Cc1cc(C(C)(C)C)ccc1OCCn1ccnc1	3	-2	5	-3	-14	-3	9	i	-8
Cc1nc(Cc2nnc(SCC(=O)Nc3c(C)cccc3C)o2)cs1	-3	4	22	2	-8	-9	9	i	0
CCC(C(=O)OCC(=O)Nc1cccc(C(C)=O)c1)c1ccccc1 (configuration not stated)	2	-5	17	-2	6	-4	-5	i	2
CCOC(=O)C1(CCOC)CCCCC1=O (configuration not stated)	2	2	-6	1	-8	-4	3	i	0
Cn1cnc([N+](=O)[O-])c1N=C(N)N	5	-3	-1	6	-8	-1	1	i	2
CN1C[C@@H]2[C@@H]3C(=O)N(Cc4ccccc4)C(=O)[C@@H]3[C@](Cc3ccccc3)(C1=O)N2C(=O)c1ccccc1	-3	2	13	2	0	-7	-17	i	-2
COc1ccc2[nH]c(=O)c(CN(C(=O)c3cccnc3)c3ccccc3OC)cc2c1	0	3	-6	1	-6	-2	10	i	2
O=C(NNC(=S)NCc1ccccc1)c1ccc(Br)o1	-2	-7	-38	3	5	-2	12	i	5
CN1CCN(CCCNC(=O)Nc2ccc([N+](=O)[O-])cc2)CC1	8	1	-12	4	-1	-2	-19	i	-9
CCC(C(=O)OCC(=O)Nc1c(C)nn(-c2ccccc2)c1C)c1ccccc1 (configuration not stated)	-7	8	-19	-2	1	-8	0	i	5
CC(C)c1ccc(NC(=S)Nc2ccc3[nH]c(=O)[nH]c3c2)cc1	7	4	37	-4	2	0	-1	i	2
O=C(NCCCn1ccnc1)c1ccc(-c2cccc(C(F)(F)F)c2)o1	-8	-10	-3	0	-8	-9	0	i	8
COc1cc(C2NC(=O)NC(C)=C2C(=O)OCc2ccc(C)cc2)cc(OC)c1O (configuration not stated)	0	0	7	7	0	-2	17	i	-7
Cn1ncc2c(NCCc3ccccc3)nc(Cl)nc21	3	-5	-2	-3	-2	-2	35*	i	1

Arranged by value in E coli Lon inh (lowest first): 3 of the compounds above.
Compound,CendR NRP1 mod,E coli Lon inh,MLLE-PAM2 inh,Rin1 Abl inh,MsrA act,SKN-1 block,Neddyl block,MT1-MMP act inh
O=C(CN1CCN(C(=O)c2cccc(-n3cnnn3)c2)CC1)Nc1ccccc1Cl,12,-4,6,4,-4,16,i,0
Cc1cc(C(C)(C)C)ccc1OCCn1ccnc1,3,-2,5,-3,-3,9,i,-8
Cc1nc(Cc2nnc(SCC(=O)Nc3c(C)cccc3C)o2)cs1,-3,4,22,2,-9,9,i,0

The list continues:
SMILES	CendR NRP1 mod	E coli Lon inh	MLLE-PAM2 inh	Rin1 Abl inh	FAS-TE inh	MsrA act	SKN-1 block	Neddyl block	MT1-MMP act inh
Cn1nccc1C(=O)OCC(=O)Nc1cccc(Cl)c1	1	-5	-3	1	2	-1	5	i	3
CCC1S/C(=N/N=C/c2ccco2)NC1=O (configuration not stated)	6	-1	-31	0	-10	-12	4	i	0
O=C(c1ccncc1)N1CCN(c2cccc(C(F)(F)F)c2)CC1	3	-7	-1	1	-4	0	4	i	0
CC(=O)Nc1ccc(SCC(=O)Nc2cc(C(C)(C)C)nn2-c2ccccc2)cc1	5	1	28	-3	-5	-4	3	i	0
CCOC(=O)c1c(N)sc(C(O)(C(F)(F)F)C(F)(F)F)c1-c1ccc(Cl)cc1	0	3	-10	2	47	2	0	i	-3
COCCCNC(=O)CC1C[C@H](C(=O)N2CCCCC2)[C@@]2(C)c3[nH]c4ccccc4c3CCN2C1=O (some centres not stated)	4	-2	7	-3	-6	-2	-6	i	-5
O=C1CCCN1CC1CCN(Cc2nc(CC3CC3)no2)CC1	-10	-3	6	-3	-4	-3	1	i	3
CCOC(CNC(=O)C1CCN(S(=O)(=O)c2ccc3nc4c(c(C(=O)O)c3c2)CCCCC4)CC1)OCC	-2	-7	-12	3	-14	-3	15	i	-1
C[C@H]1CN([C@@H](C)CO)C(=O)CCCn2cc(nn2)CO[C@@H]1CN(C)C(=O)Nc1cccc(C(F)(F)F)c1	-1	-4	-3	-2	-8	-6	-14	i	2
Cc1ccc(S(=O)(=O)N2CCC(C(=O)OCC(=O)NCc3cccc(Cl)c3)CC2)cc1C	-4	-5	-21	0	33	0	10	i	1
Cc1ccccc1Oc1ccc2c(c1)[C@@H]1C[C@H](N(C)C(=O)c3cccnc3)[C@H]([C@H](C)O)C(=O)N1CC2	-3	-3	-2	1	-18	-7	-5	i	-4
Cc1cc(NC(=O)COC(=O)C2CC2)ccc1Br	-17	-4	10	3	1	-9	-6	i	7
Cc1ccc(-c2cc(-c3cccc(F)c3)n[nH]2)c(O)c1	-1	-5	7	-1	11	-2	29	i	0
Cc1cc2oc(C(=O)N3CCN(CCc4ccccn4)CC3)c(C)c2cc1C	-4	4	-15	0	-3	-1	10	i	-12
O=C(Nc1nnc(C2=COCCO2)o1)c1ccc(F)cc1	-2	2	-6	-3	-3	-2	10	i	4
Cc1ccc(C(=O)CC2(O)C(=O)Nc3ccccc32)s1 (configuration not stated)	0	0	-5	-13	-8	-2	0	i	3
Cc1cccc(C)c1NC(=O)NS(=O)(=O)c1ccccc1	-2	-6	13	-1	-5	-1	9	i	6
CCCCn1nnnc1C1(C)CCC(=O)N1c1ccc(N2CCOCC2)cc1 (configuration not stated)	-22	-14	nt	nt	-4	-6	5	i	6
CCC(Sc1nc2cc3c(cc2c(=O)n1Cc1ccco1)OCO3)C(=O)Nc1ccccc1OC (configuration not stated)	-13	2	4	-2	26	0	25	i	4
CCOC(=O)N1CCN(S(=O)(=O)c2cc(Br)cc3c2N(C(=O)CC)CC3)CC1	7	-1	-13	-1	6	7	3	i	0
CCOC(=O)C1=C(CSc2nc(-c3ccncc3)ccc2C#N)OC(N)=C(C#N)C1c1cccnc1 (configuration not stated)	-15	-18	1	-2	11	-2	24	i	-16
Cc1cccc2cc3c(N)c(C(=O)N4CCCc5ccccc54)sc3nc12	-141	-72	-51	-4	-23	-3	7	i	-133
Cc1[nH]c(C)c(S(=O)(=O)N2CCN(c3cccc(C(F)(F)F)c3)CC2)c1C(=O)N1CCCC1	1	-3	-6	-2	1	-3	17	i	-1
Cc1ccc(/C=N/NC(=O)c2ccc3nc[nH]c3c2)o1	-1	-9	14	0	-4	-3	-5	i	4
Cc1ccc(C(=O)NC(=S)Nc2nc(-c3cccc([N+](=O)[O-])c3)cs2)c(Cl)c1	5	0	7	1	-3	-8	-6	i	-2

Laid out differently: entries from further up
Second line of a record: CendR NRP1 mod | E coli Lon inh | MLLE-PAM2 inh | Rin1 Abl inh | FAS-TE inh | MsrA act | SKN-1 block | Neddyl block | MT1-MMP act inh
CCOC(CNC(=O)C1CCN(S(=O)(=O)c2ccc3nc4c(c(C(=O)O)c3c2)CCCCC4)CC1)OCC
  -2 | -7 | -12 | 3 | -14 | -3 | 15 | i | -1
C[C@H]1CN([C@@H](C)CO)C(=O)CCCn2cc(nn2)CO[C@@H]1CN(C)C(=O)Nc1cccc(C(F)(F)F)c1
  -1 | -4 | -3 | -2 | -8 | -6 | -14 | i | 2

Next compounds follow:
SMILES	CendR NRP1 mod	E coli Lon inh	MLLE-PAM2 inh	Rin1 Abl inh	FAS-TE inh	MsrA act	SKN-1 block	Neddyl block	MT1-MMP act inh
Cc1c(NC(=O)c2ccccc2)c(=O)n(-c2ccccc2)n1C	-4	-8	-2	-3	-7	1	13	i	5
CCCOc1ccc2c(C)c(CC(=O)OC)c(=O)oc2c1	4	4	8	-4	-41	-2	9	nt	2
CCN(CC)P(=O)(Nc1ccc(Br)cc1)c1c(C)nn(CCC#N)c1NC(=O)c1ccc(Cl)cc1 (configuration not stated)	-9	-1	-15	0	16	-4	5	i	2
O=C1COc2ccc(C(=O)NC3CC3)cc2N1	-6	-8	-10	-1	-2	-4	-6	i	0
COc1ccc(C(CNC(=O)COc2ccc(C)c(C)c2)N2CCCCC2)cc1 (configuration not stated)	1	-1	-15	0	3	0	3	i	4
CCOC(=O)N1CCN(Cc2nc3ccc([N+](=O)[O-])cc3c(=O)n2-c2ccccc2F)CC1	-2	18*	5	2	34	-10	-7	i	3
COc1ccc(NS(=O)(=O)c2cccc(C(=O)N/N=C/c3ccccc3OC)c2)cc1	0	8	4	3	9	-5	4	i	-3
O=C(Cn1nnc2ccccc21)NC1CCCCC1	9	-2	6	3	-4	-1	28	i	1
CC(C)Cn1c(/C=N/Nc2nc3ccccc3[nH]2)nc2ccccc21	-59	-18	-27	-3	-9	-7	16	i	-4
Cc1sc2nc3c(SC(C)C(=O)O)cc(C(=O)c4ccccc4O)cn3c(=O)c2c1C (configuration not stated)	-76	-14	-2	-1	12	-3	0	i	0
CC(C(=O)N(C)c1ccccc1)N1CCN(C(=O)c2ccccc2)CC1 (configuration not stated)	13	1	6	3	-4	-1	15	i	-4
CC(=O)Nc1ccc(/C(N=Nc2ccccc2)=N/N=C(N)N)cc1	-6	-11	-11	-4	-13	0	14	i	6
O=C1/C(=C/c2ccc(F)cc2)SC(=S)N1CC(=O)N1CCCCC1c1cccnc1 (configuration not stated)	-4	1	4	-4	13	-10	-16	i	6
Cc1cc(NC(=O)COC(=O)CCn2c(C)csc2=O)c([N+](=O)[O-])cc1C	9	-9	10	-3	4	-4	-2	i	-4
Cc1ccccc1-n1nc2c(c1NC(=O)c1c(-c3ccccc3Cl)noc1C)CSC2	-9	8	29	-2	19	-4	11	i	2
CCOC(=O)Nc1ccc2c(c1)nc1n2CCN(CCOC)C1	-12	2	-14	1	-1	-2	-2	nt	-1
CCOC(=O)C1=C[C@@H](C(C)(C)C)N(S(=O)(=O)c2ccccc2C)[C@H]1c1ccc(Cl)cc1	10	-2	12	1	13	-3	20	i	-2
Cc1ccc(S(=O)(=O)NC(CC(C)C)C(=O)NCCCn2nc(C)cc2C)cc1 (configuration not stated)	7	4	2	-1	-8	-8	-13	i	0
CCOC(=O)c1cc(-c2sc(NC(=O)c3ccccc3)nc2C)n(Cc2ccccc2)n1	5	3	9	0	19	-1	6	i	-14
CC(=CC(=O)c1ccccc1)c1ccccc1	8	7	6	5	4	-6	19	i	3
O=S(=O)(N1CCCCC1)N1CCCN(S(=O)(=O)N2CCCCC2)CC1	6	-9	0	3	-4	-12	-21	i	2
O=C(COc1ccc(-c2ccccc2)cc1)N1CCN(C(=O)c2cccnc2)CC1	-7	1	-12	5	-1	-5	6	i	2
CCOc1ccc(S(=O)(=O)N(C)c2ccc(OCC(=O)NCc3cccnc3)cc2)cc1	-5	5	2	6	2	-3	3	i	1
